CHOP UPR activ – activators of apoptotic CHOP UPR arm, primary screen, cell-based, CHO-CHOP luciferase reporter, luminescence, uHTS. UPR activation; percent of tunicamycin response over DMSO baseline. activation, % at 10 µM. 330,000 compounds, 0.34% hits. AID 449763, 2010;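 active means at 10 µM dose, activation of 40% or more, normalized to positive control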;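 further: 100% = tunicamycin at 10 µg/mL and 0% = DMSO alone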
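System: CHO CHOP reporter cells. Amount: 500 cells per well. Buffer or medium: F12 medium, 10% FBS. Compound dosing: one dose, 10 µM in 0.5% DMSO. Incubation: 6 h compound exposure at 37 °C after overnight seeding. Technique: Steady-Glo luciferase luminescence. Benchmarks: tunicamycin and DMSO controls.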
CXCR6 inh – CXCR6 receptor inhibitors, primary screen, cell-based, beta-arrestin, luminescence, CHO-K1 PathHunter, 1536-well; C-X-C chemokine receptor type 6 (Homo sapiens), O00574; inhibition, % at 20 µM; 360,000 compounds, 0.36% hits; in the data active means inhibition above about 34%, passing the limit was not always enough;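 further: antagonist mode with CXCL16 agonist at 10 nM final; 0% = 10 nM CXCL16 with DMSO and 100% = unstimulated wells without agonist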
Target sequence (O00574 whole entry, looked up): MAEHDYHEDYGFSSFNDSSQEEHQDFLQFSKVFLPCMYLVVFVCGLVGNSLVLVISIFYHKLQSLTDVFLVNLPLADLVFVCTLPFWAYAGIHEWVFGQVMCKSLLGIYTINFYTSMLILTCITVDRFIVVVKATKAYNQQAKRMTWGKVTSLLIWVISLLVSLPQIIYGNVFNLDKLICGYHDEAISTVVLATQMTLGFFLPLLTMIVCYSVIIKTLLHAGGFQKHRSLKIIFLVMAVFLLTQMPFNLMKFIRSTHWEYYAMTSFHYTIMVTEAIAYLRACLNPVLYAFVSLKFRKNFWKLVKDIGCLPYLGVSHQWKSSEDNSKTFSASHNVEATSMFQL
UPR XBP1 act – activators of adaptive XBP1 UPR arm, primary screen, cell-based, CHO-XBP1 luciferase reporter, luminescence, uHTS. IRE1-XBP1 UPR activation; percent of tunicamycin response, DMSO as zero. activation, % at 20 µM. 330,000 compounds, 0.33% hits;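 active means versus positive control, 20 µM dose yields 30% or more activation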;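 further: 100% = tunicamycin at 10 µg/mL and 0% = DMSO only wells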
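Material: CHO cell line with stable XBP1 luciferase reporter; buffer or medium: F12 medium containing 10% fetal bovine serum; compound: single point, 20 µM final compound, 1% DMSO; incubation: 6 h treatment, 37 °C; measured by: glow luminescence from Steady-Glo reagent; evaluation: activation, % of tunicamycin; control set: tunicamycin high, DMSO low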
APJ antagonist – antagonists of human apelin receptor APJ, primary screen, CHO-K1 cells, beta-arrestin complementation, luminescence. inhibition, % at 20 µM. 330,000 compounds, 0.32% hits. AID 2521, 2010;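 active means inhibition above about 40% at 20 µM, limit read from the data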;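 further: cells challenged with 10 nM apelin-13 agonist together with compound; plate controls were apelin-13 plus DMSO wells for no effect and DMSO wells lacking apelin-13 for full effect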
APJ ag – agonists of human apelin receptor APJ, primary screen, CHO-K1 cells, PathHunter beta-arrestin, luminescence; P35414; 0% DMSO wells, 100% apelin; activation, % at 20 µM; 330,000 compounds, 0.11% hits;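 active means activation more than six SD over the plate average, tested at 20 µM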;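 further: 0% = DMSO alone and 100% = apelin-13 at 10 nM; some results filed as inactive read as strong as hits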
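Test system: CHO-K1 APJ beta-arrestin complementation cell line. Amount: cell density 1000 per well. Controls: DMSO negative, 10 nM Apelin-13 positive. Signal: luminescent beta-gal fragment complementation, chemiluminescent substrate. Read-out basis: agonist-driven arrestin binding to APJ. Timing: compound stimulation 90 min at 25 °C, detection 60 min.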
Mdm2-MdmX inh – inhibitors of human Mdm2-MdmX association, primary screen, cell-based, luminescence, split luciferase, SaOS-2, uHTS; Protein Mdm4 (Homo sapiens) + E3 ubiquitin-protein ligase Mdm2 (Homo sapiens), …; SaOS-2 split-luciferase Mdm2/MdmX complementation; inhibition, % at 8 µM; 330,000 compounds, 3% hits; AID 485346, 2010;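 active means inhibition of at least 50% at 8 µM in the primary screen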
EBI2 antag – EBI2 receptor antagonists, beta-arrestin recruitment, primary screen, cell-based, luminescence, 7a,25-OHC stimulation, uHTS | inhibition, % at 5 µM | 360,000 compounds, 0.81% hits | 7a,25-OHC stimulated | G-protein coupled receptor 183 (Homo sapiens), P32249; in the data active means inhibition above about 38%;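 further: enzyme fragment complementation signal reports receptor beta-arrestin coupling in cells; 0% = agonist plus DMSO wells and 100% = wells without agonist; some results beyond the cut were filed as inactive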
Target sequence (P32249 whole entry, looked up, the tested form may be a part): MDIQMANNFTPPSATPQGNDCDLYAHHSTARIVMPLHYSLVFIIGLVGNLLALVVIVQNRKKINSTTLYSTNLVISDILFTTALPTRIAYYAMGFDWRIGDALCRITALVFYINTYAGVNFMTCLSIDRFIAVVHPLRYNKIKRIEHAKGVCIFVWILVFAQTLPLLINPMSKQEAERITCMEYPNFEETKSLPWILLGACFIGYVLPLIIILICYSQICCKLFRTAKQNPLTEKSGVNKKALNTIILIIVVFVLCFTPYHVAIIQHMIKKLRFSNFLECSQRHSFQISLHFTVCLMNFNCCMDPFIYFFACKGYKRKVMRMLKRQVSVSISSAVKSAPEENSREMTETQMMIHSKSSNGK
CCR6 antag – CCR6 receptor antagonists, primary screen, cell-based, CHO-K1, luminescence, beta-arrestin, uHTS. C-C chemokine receptor type 6 (Homo sapiens), P51684. CHO-K1 CCR6 PathHunter beta-arrestin, CCL20-stimulated. inhibition, % at 20 µM. 340,000 compounds, 0.49% hits;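 active means compounds whose inhibition of the agonist-driven luminescence signal at 20 µM reaches about 50%, limit read from the data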;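 further: cells stimulated with CCL20 at 14 nM final; plate controls were DMSO with CCL20 for no effect and DMSO without agonist for full effect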
Target sequence (P51684 whole entry, looked up): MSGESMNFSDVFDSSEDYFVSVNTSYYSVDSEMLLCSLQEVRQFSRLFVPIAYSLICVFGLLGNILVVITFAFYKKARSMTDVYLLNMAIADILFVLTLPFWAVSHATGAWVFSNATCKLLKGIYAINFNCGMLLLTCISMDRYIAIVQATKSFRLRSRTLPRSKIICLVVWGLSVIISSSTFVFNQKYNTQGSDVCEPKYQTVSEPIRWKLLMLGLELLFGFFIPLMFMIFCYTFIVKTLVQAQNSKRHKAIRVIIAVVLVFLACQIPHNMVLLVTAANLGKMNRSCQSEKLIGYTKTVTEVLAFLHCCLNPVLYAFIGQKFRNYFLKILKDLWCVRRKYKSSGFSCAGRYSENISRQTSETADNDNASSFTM
tim23-1 inh – growth inhibitors of tim23-1 mutant yeast, primary screen, luminescence, uHTS | S. cerevisiae tim23-1 growth, BacTiter-Glo luminescence, 24 h | inhibition, % at 20 µM | 330,000 compounds, 1.3% hits | AID 463212, 2010;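 active means growth inhibition of the mutant yeast at or above 50%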;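 further: temperature-sensitive mutant grown at 25 °C; plate controls were DMSO-treated mutant yeast for no effect and medium wells lacking yeast for full effect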
* = called active by the depositor; . = no result given. This is a subset; rates above refer to the full screens.

SMILES | CHOP UPR activ | CXCR6 inh | UPR XBP1 act | APJ antagonist | APJ ag | Mdm2-MdmX inh | EBI2 antag | CCR6 antag | tim23-1 inh
CCOC(=O)C(NC(=O)CC)(Nc1ccccc1)C(F)(F)F (configuration not stated) | -0.4 | -4 | -3 | 16 | -2 | 23 | 1 | 2 | -9
COC(=O)CSc1ncccc1-c1nc2ccccc2[nH]1 | 2.7 | 1 | -1 | -4 | -5 | 16 | -5 | 7 | 0
Cc1occc1-c1nnc(SCC(=O)N2CCOCC2)n1Cc1ccco1 | -1.8 | -5 | -1 | 9 | -3 | 34 | -7 | -4 | -1
CCOC(=O)c1sc(N)c(C#N)c1COC(=O)C1=COCCO1 | -0.2 | 0 | 4 | 6 | -1 | -2 | 8 | 2 | -3
COc1ccc2nc(C)cc(N3CC(C)OC(C)C3)c2c1 (configuration not stated) | -1.0 | 6 | -3 | 22 | -3 | 4 | 3 | 6 | 6
CCOC(=O)Nc1ccc2c(CN3C(=O)NC(CC)(CC)C3=O)cc(=O)oc2c1 | -0.1 | . | 0 | 13 | 2 | 7 | . | 1 | 16
CC1CCCN(S(=O)(=O)c2cc3c4c(c2)C(C)C(=O)N4CCC3)C1 (configuration not stated) | 1.5 | -12 | -1 | 18 | 2 | -1 | 0 | 0 | 0
Oc1c(Br)cc(Br)cc1C=NCc1ccc(F)cc1 | -0.8 | 28 | -1 | -4 | 2 | -13 | -10 | 13 | 79*
Nc1nc(SCC(=O)Nc2ccc3c(c2)CCC3)n[nH]1 | 1.0 | 14 | -2 | -10 | 0 | -11 | -14 | 4 | 11
O=C(CSc1nc(C2CC2)nc2ccccc12)NCc1ccc2c(c1)OCO2 | 0.2 | . | 0 | 11 | -2 | 15 | . | . | 11
CC1CCCN(C(=O)CCNC(=O)Cn2cnc3ccccc3c2=O)C1 (configuration not stated) | 1.7 | -5 | 1 | 11 | -1 | -8 | -6 | -2 | 6
c1ccc(OCc2cc(-c3ccccc3)no2)cc1 | 5.6 | -8 | 0 | 3 | 0 | -101 | 1 | 9 | -4
CNC[C@H]1Oc2ccc(NC(=O)Nc3ccc(OC)cc3)cc2C(=O)N([C@@H](C)CO)C[C@H]1C | 0.0 | . | -1 | 4 | -4 | 18 | . | 8 | -5
Nc1ccc(C(=O)N/N=C/c2cccc(Oc3ccccc3)c2)cc1 | -0.1 | 3 | -2 | -9 | 9 | 19 | 5 | 1 | 36
Cc1ncc([N+](=O)[O-])n1CCOC(=O)c1ccc(Br)cc1 | 0.9 | 1 | -2 | 17 | -2 | 6 | 10 | 14 | -1
COc1cccc(-c2cc(C(=O)N/N=C/c3cccc(OC)c3OC)c3ccccc3n2)c1 | 2.8 | -1 | 3 | -17 | 2 | 11 | -6 | 12 | 32
O=C(c1n[nH]c2ccccc12)N1CCN(S(=O)(=O)c2ccc(Cl)cc2)CC1 | -0.9 | -8 | -1 | 9 | -3 | 1 | -6 | -4 | 27
O=C(O)CCC(=O)Nc1ccc(-c2csc(Nc3cccc4ccccc34)n2)cc1 | 0.7 | -4 | 1 | -32 | 1 | -17 | -6 | 14 | 22
O=C(NC1CCN(C(=O)NCc2ccccc2)CC1)c1ccccc1 | 1.9 | -4 | 0 | 11 | -4 | 7 | -11 | 13 | -7
NC(=O)C1CCN(c2ccc3c(c2)S(=O)(=O)c2ccccc2C3=O)CC1 | 2.0 | -2 | 12 | 19 | -3 | 11 | -7 | 12 | 13
Cn1c(COc2ccccc2)nnc1SCc1nc2ccccc2[nH]1 | -1.2 | 6 | -3 | 17 | -4 | 0 | -11 | 16 | 26
CCn1c(SCC(=O)NC2CCCCC2)nnc1-c1ccccc1F | 0.4 | 0 | -3 | 7 | -3 | 12 | 4 | 3 | -10
c1ccc2c(c1)c1cccc3ccc4cccc2c4c31 | 1.4 | -5 | -2 | 4 | -1 | 14 | -2 | 8 | 19
COc1ccc(Cn2c(=O)[nH]c3cc(C(=O)N4CCN(c5ccccc5)CC4)ccc3c2=O)cc1 | 2.7 | -6 | 1 | -17 | -2 | 22 | -14 | -6 | -2
COc1cc(C(=O)O)ccc1OCc1c(C)noc1C | -1.4 | -4 | -2 | -5 | -4 | 1 | -24 | 1 | 10
Carrying on:
SMILES | CHOP UPR activ | CXCR6 inh | UPR XBP1 act | APJ antagonist | APJ ag | Mdm2-MdmX inh | EBI2 antag | CCR6 antag | tim23-1 inh
O=c1[nH]c(CSc2nc3ccccc3s2)nc2ccccc12 | 2.5 | -5 | 7 | 18 | -3 | -23 | 8 | 10 | 12
CC(=O)NCc1ccc2[nH]c(C)cc2c1 | 0.6 | -5 | -2 | -4 | 1 | 18 | -3 | -4 | -7
N/C(=N\OC(=O)CCCCCN1C(=O)c2ccccc2C1=O)c1ccccn1 | -0.3 | -1 | -3 | -8 | -1 | 17 | 4 | 0 | 16
CC1Nc2ccccc2C(=O)N1NC(=O)c1ccc(Br)cc1 (configuration not stated) | 1.1 | -2 | 0 | -11 | 0 | -3 | 1 | 3 | 16
O=C(CN1C(=O)NC(c2ccccc2)(c2ccccc2)C1=O)NC1CCCCC1 | -0.4 | 3 | -2 | -15 | 2 | -10 | 5 | 9 | 15
CC(C)CNC(=O)C1CCCN1S(=O)(=O)c1ccc(Cl)cc1 (configuration not stated) | -0.2 | -16 | -6 | 9 | -1 | 14 | -6 | -12 | -5
CC(C)CC(=O)Nc1ccc2oc(-c3ccncc3)nc2c1 | 1.9 | -7 | 1 | -7 | 1 | -18 | -2 | 13 | 9
Cc1cc(N)n(-c2ncnc3scc(-c4ccccc4)c23)n1 | 1.1 | 4 | 2 | 22 | -4 | 15 | 7 | -5 | 14
CC(C)Sc1cc(N2CCCC2)nc(-c2ccccc2Cl)n1 | 0.1 | -10 | -4 | -6 | -2 | -16 | -5 | 19 | 30
CCCNc1nc(N)nc(-c2cc(Cl)ccc2OC)n1 | -1.9 | -7 | -3 | -5 | 0 | 12 | -3 | -13 | 23
Cc1cc(=O)c2cc(NC(=O)c3ccccc3Cl)ccc2[nH]1 | 2.3 | 3 | -5 | 6 | 1 | 17 | 3 | -5 | -4
Nn1c(SCC(=O)Nc2ccc3c(c2)OCO3)nnc1-c1ccccc1 | -0.8 | 10 | 0 | -6 | -2 | -6 | -9 | -7 | 7
c1ccc(-c2ccn3nnnc3n2)cc1 | -1.3 | -6 | -2 | -7 | 5 | 3 | 9 | 0 | 0
Cc1cc(C)n(C(=O)C(C)N2C(=O)c3ccccc3C2=O)n1 (configuration not stated) | -2.5 | -3 | -2 | 7 | -3 | -10 | -9 | -10 | 4
CC1CN(C(=S)Nc2cccc(F)c2)CC(C)O1 (configuration not stated) | 1.5 | 3 | -4 | 7 | 0 | 24 | -5 | 8 | -1
CCn1c(=O)c2c(nc(SCC(=O)N3CCCC(C)C3)n2C)n(C)c1=O (configuration not stated) | 2.0 | 0 | 6 | 4 | 0 | -14 | -10 | -5 | 7
Cc1cc(S(=O)(=O)N2CCN(c3c(C)cccc3C)CC2)ccc1F | -0.4 | 10 | -3 | 18 | -2 | 13 | 18 | 0 | 22
CC1(C)CN(c2ccsc2C(=O)O)C1=O | -2.6 | -1 | 1 | 5 | -1 | 3 | -7 | 4 | 15
Cc1cc(-c2n[nH]c(=S)n2-c2ccc(C)c(C)c2)no1 | -1.8 | 7 | 1 | -6 | 1 | 22 | -20 | 8 | 11
CCN(CC(=O)NCc1cccs1)C(=O)c1cccc(S(=O)(=O)NC)c1 | 0.7 | -5 | -2 | 6 | -7 | 24 | 3 | -4 | 8
COc1cc(NC(=O)Cc2ccccc2)nc(OC)n1 | 1.7 | -4 | 2 | 14 | -3 | 17 | 7 | -4 | -10
Fc1ccc(CN2CCSCC2)cc1Br | -2.2 | 5 | 1 | 6 | -6 | 19 | 6 | 0 | -11
COc1cc(C(=O)NCCC(=O)NC2CCCc3ccccc32)cc(OC)c1OC (configuration not stated) | -0.6 | 2 | -5 | 5 | 2 | 11 | 2 | -4 | 7
CCCCCc1ccc(-c2cn(CN3C(=O)c4ccccc4C3=O)nn2)cc1 | -1.6 | -2 | 0 | 14 | -3 | 24 | -8 | 7 | 1
CC(C)(C)OC(=O)NCCc1nnc(S(=O)(=O)Cc2ccc(Cl)cc2Cl)o1 | 2.4 | 18 | -6 | -16 | -2 | 77* | 5 | 9 | 20

Part of the list above in order of count of non-hydrogen atoms, ascending.
SMILES | CHOP UPR activ | CXCR6 inh | UPR XBP1 act | APJ antagonist | APJ ag | Mdm2-MdmX inh | EBI2 antag | CCR6 antag | tim23-1 inh
Fc1ccc(CN2CCSCC2)cc1Br | -2.2 | 5 | 1 | 6 | -6 | 19 | 6 | 0 | -11
CC1CN(C(=S)Nc2cccc(F)c2)CC(C)O1 (configuration not stated) | 1.5 | 3 | -4 | 7 | 0 | 24 | -5 | 8 | -1
Cc1cc(-c2n[nH]c(=S)n2-c2ccc(C)c(C)c2)no1 | -1.8 | 7 | 1 | -6 | 1 | 22 | -20 | 8 | 11
CC1Nc2ccccc2C(=O)N1NC(=O)c1ccc(Br)cc1 (configuration not stated) | 1.1 | -2 | 0 | -11 | 0 | -3 | 1 | 3 | 16
Cc1cc(S(=O)(=O)N2CCN(c3c(C)cccc3C)CC2)ccc1F | -0.4 | 10 | -3 | 18 | -2 | 13 | 18 | 0 | 22
Nn1c(SCC(=O)Nc2ccc3c(c2)OCO3)nnc1-c1ccccc1 | -0.8 | 10 | 0 | -6 | -2 | -6 | -9 | -7 | 7
CC(C)(C)OC(=O)NCCc1nnc(S(=O)(=O)Cc2ccc(Cl)cc2Cl)o1 | 2.4 | 18 | -6 | -16 | -2 | 77* | 5 | 9 | 20
N/C(=N\OC(=O)CCCCCN1C(=O)c2ccccc2C1=O)c1ccccn1 | -0.3 | -1 | -3 | -8 | -1 | 17 | 4 | 0 | 16
O=C(CN1C(=O)NC(c2ccccc2)(c2ccccc2)C1=O)NC1CCCCC1 | -0.4 | 3 | -2 | -15 | 2 | -10 | 5 | 9 | 15
COc1cc(C(=O)NCCC(=O)NC2CCCc3ccccc32)cc(OC)c1OC (configuration not stated) | -0.6 | 2 | -5 | 5 | 2 | 11 | 2 | -4 | 7
